# TRPC6 activator: activates the mouse TRPC6 cation channel; Q61143; actives 0.13% (n = 310,000); B-score at 10 µM; HEK293-TRPC6 membrane potential dye fluorescence; stronger effect = higher value;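 active means B-score of the integrated fluorescence ratio above library mean plus 3 SD, and starting fluorescence ratio within library mean plus 5 SD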;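 further: higher score means more depolarization so channel activation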
# MrgX1 antag: blocks BAM8-22 activation of human MrgX1 receptor; actives 1.3% (n = 310,000); MRGX1-HEK293 calcium flux, Fluo-4, BAM8-22 antagonism; stronger effect = lower value; B-score at 10 µM; Q96LB2; AID 588676;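 active means calcium-response B-score plate-corrected more than 3 library SD below zero, starting fluorescence within 5 deviations, no agonist response on first addition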;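 further: peak minus trough fluorescence over baseline after final BAM8-22 challenge near maximal dose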
# Target sequence (Q96LB2 whole entry, looked up): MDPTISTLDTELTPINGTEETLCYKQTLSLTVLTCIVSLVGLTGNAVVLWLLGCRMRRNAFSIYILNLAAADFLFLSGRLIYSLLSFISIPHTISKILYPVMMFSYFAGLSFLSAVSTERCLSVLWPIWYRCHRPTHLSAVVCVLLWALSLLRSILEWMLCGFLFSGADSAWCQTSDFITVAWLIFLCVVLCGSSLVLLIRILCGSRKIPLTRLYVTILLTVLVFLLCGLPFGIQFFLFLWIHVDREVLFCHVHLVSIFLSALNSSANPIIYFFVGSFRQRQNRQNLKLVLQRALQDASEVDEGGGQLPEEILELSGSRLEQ
# SKKanGAS inh: SKKanGAS growth inhibition. S. pyogenes SKKanGAS, kanamycin growth, BacTiter-Glo, 6 h. inhibition, % at 7.5 µM. actives 1.3% (n = 300,000);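 active means mean replicate score, as percent of positive control median, at least 50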;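 further: strain carries kanamycin resistance gene driven by streptokinase promoter and grows in 40 µg/ml kanamycin; loss of luminescence reflects streptokinase promoter inhibition or plain growth inhibition; 0% = median of DMSO wells and 100% = positive control at its reference dose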
# TRPC6 inhibitor: inhibitors of mouse TRPC6 channel | Q61143 | HEK293-TRPC6, membrane potential dye, ACh-evoked depolarization; stronger effect = lower value | B-score at 10 µM | actives 1.1% (n = 310,000) | AID 2553;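 active means B-score under library mean minus 3 SD, initial fluorescence not abnormally high, positive integrated signal ratio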;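 further: B-score derived from integrated fluorescence ratio over the kinetic read; more negative B-score means stronger inhibition of depolarization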
# HDAC3 inhib: inhibitors of human histone deacetylase 3. O15379. recombinant HDAC3, fluorogenic peptide/trypsin coupled, fluorescence. inhibition, % at 8.3 µM. actives 0.15% (n = 320,000). AID 2718; in the data active means inhibition above about 26%, passing the limit was not always enough
# Target sequence (O15379 whole entry, looked up): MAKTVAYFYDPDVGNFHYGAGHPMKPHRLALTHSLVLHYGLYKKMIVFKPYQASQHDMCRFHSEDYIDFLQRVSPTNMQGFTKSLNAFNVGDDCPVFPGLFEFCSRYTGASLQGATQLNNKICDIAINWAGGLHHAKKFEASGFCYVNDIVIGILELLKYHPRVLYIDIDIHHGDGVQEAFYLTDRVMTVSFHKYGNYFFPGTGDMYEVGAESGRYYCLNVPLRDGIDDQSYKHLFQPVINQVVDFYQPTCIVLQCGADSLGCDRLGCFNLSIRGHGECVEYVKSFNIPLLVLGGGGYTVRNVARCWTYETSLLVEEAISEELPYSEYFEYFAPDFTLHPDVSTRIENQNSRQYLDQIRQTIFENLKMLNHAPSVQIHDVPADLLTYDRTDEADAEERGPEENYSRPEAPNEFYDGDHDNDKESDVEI
# ANO1 block: blocks the mouse calcium-activated chloride channel TMEM16A; normalized B-score (activity score, 25-100; higher = stronger inhibition) at 10 µM; Q8BHY3; HEK293 TMEM16A/YFP iodide influx fluorescence, ionomycin; actives 1.2% (n = 310,000);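 active means ratio plate-corrected score three or more library SD toward inhibition, starting fluorescence score within five deviations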;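 further: score derived from kinetic fluorescence span divided by baseline fluorescence per well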
# RGS4 pot: potentiators or activators of RGS4 | HEK293 M3R/inducible RGS4, carbachol calcium flux Fluo4; stronger effect = lower value | B-score at 10 µM | actives 0.92% (n = 310,000);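 active means B-score of the integrated calcium signal more than 4 SD below the library mean, with starting fluorescence not abnormally high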;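 further: negative B-score means reduced calcium response which marks RGS4 activation or potentiation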
#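 System: HEK293 FlpIn-TREx cells, stable M3R, doxycycline-inducible RGS4. Timing: overnight RGS4 induction, 30 min dye load 37 °C, 20 min compound RT. Also added: carbachol, ECmax concentration. Measured by: Fluo4 fluorescence kinetic imaging of calcium. Evaluation: integrated calcium ratio converted to B score.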
# MrgX1 agonist: agonists of human MrgX1 receptor; Q96LB2; MrgX1-HEK293 cells, Fluo-4 calcium fluorescence, agonist mode; stronger effect = higher value; B-score at 10 µM; actives 0.44% (n = 310,000); AID 588627;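 active means calcium response B-score plate-corrected fluorescence ratio at least 3 library SD, with starting fluorescence B-score inside 5 SD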
#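 System: HEK293 cells stably expressing human MrgX1 receptor; Dosing: test compound in the initial addition of three; Schedule: overnight plating, then 30 min 37 °C plus 30 min room-temperature dye loading; Detection: kinetic calcium dye fluorescence, Fluo-4 NW; Controls: per-plate positive and negative controls for Z′ factor.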
# RGS4 block: human RGS4 inhibition; P49798; HEK293 M3R/RGS4 inducible, Fluo-4 calcium flux; stronger effect = higher value; triggered by carbachol at its EC20; B-score at 10 µM; actives 0.45% (n = 310,000); AID 463165;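 active means B-score, a plate-corrected calcium signal, over three deviations above library mean, with baseline fluorescence within five deviations of library mean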;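 further: RGS4 expression induced by doxycycline in cells with stable M3 receptor; B-score is computed from the integrated fluorescence ratio over baseline after carbachol; higher B-score means a larger calcium signal and so more RGS4 inhibition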
# Target sequence (P49798 whole entry, looked up): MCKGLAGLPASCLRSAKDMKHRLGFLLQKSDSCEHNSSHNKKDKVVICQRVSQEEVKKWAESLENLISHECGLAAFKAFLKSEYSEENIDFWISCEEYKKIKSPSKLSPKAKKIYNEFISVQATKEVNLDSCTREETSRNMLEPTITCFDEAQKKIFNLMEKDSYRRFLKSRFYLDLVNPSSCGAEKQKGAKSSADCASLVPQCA
# TMEM16A act: mouse TMEM16A channel activation, primary screen; B-score at 10 µM; actives 0.3% (n = 340,000); Q8BHY3; HEK293 TMEM16A/YFP-H148Q/I152L, iodide quench fluorescence; stronger effect = lower value;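 active means fluorescence-ratio B-score plate-corrected deviation score at least 3 library SD below zero, with starting fluorescence score within 5 deviations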;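 further: channel opened by trigger with iodide after compound preincubation; score built on the fluorescence ratio of max minus min over baseline; more negative score means more quench and so TMEM16A activation or potentiation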
# MrgX1 PAM: allosterically activates human MrgX1 receptor signaling; Q96LB2; MrgX1-HEK293, Fluo-4 calcium flux, FDSS; stronger effect = higher value; B-score at 10 µM; actives 0.63% (n = 310,000); AID 588675;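 active means plate-corrected calcium response at least 3 library SD above typical, normal starting fluorescence, not activating the receptor alone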;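 further: compound read alongside a low EC10 to EC30 dose of BAM8-22 agonist; peak minus trough fluorescence over baseline measured at the second addition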
# Starred values were filed as active, the others as inactive; i = inactive; x = not tested or not shown.
# Screens in order – TRPC6 activator | MrgX1 antag | SKKanGAS inh | TRPC6 inhibitor | HDAC3 inhib | ANO1 block | RGS4 pot | MrgX1 agonist | RGS4 block | TMEM16A act | MrgX1 PAM
CCCOc1ccc(C(=O)N2CC3(CC(c4cccc(NC(=O)[C@@H]5CCC(=O)N5)c4)=NO3)C[C@H]2C(=O)NC2(C(N)=O)CC2)cc1 (some centres undefined)
→ i | i | 5 | i | 1 | i | i | i | i | i | i
Cc1cccc(NC(=O)C2CCN(C(=O)NC3CCCCC3)CC2)c1
→ i | i | 3 | i | -2 | i | i | i | i | i | i
CCCC(=O)Nc1ccc(S(=O)(=O)N2CCCC2)cc1
→ i | i | -3 | i | 2 | i | i | i | i | i | i
Nc1nc(N2CCCCC2)nc2ccccc12
→ i | i | -4 | -11* | 0 | i | -7.2* | i | i | i | i
CCOc1ccccc1NC(=S)NC(=O)CCCOc1ccc(Cl)cc1Cl
→ i | i | 14 | i | 2 | i | -7.3* | i | i | i | i
Cc1nnc(C)n1/N=C/c1cccnc1
→ i | -7.1* | 9 | i | 1 | i | i | i | i | i | i
CN(CC(=O)Nc1ccc(N2CCOCC2)cc1)C(=O)CCc1ccccc1Cl
→ i | i | -15 | i | x | i | i | i | i | i | i
COc1ccccc1NC(=O)Cc1nc(CCl)cs1
→ i | i | 1 | i | 1 | i | i | i | i | i | i
CCN(Cc1ccccc1)CC(O)COc1ccccc1 (centres undefined)
→ i | i | 5 | i | -4 | i | i | i | i | i | i
O=C(c1ccncc1)N1CCN(C2CCCCC2)CC1
→ i | i | 2 | i | -1 | i | i | i | i | i | i
O=C(Nc1cccc(C2OCCCO2)c1)c1cccs1
→ i | i | 1 | i | 4 | i | i | i | i | i | i
OC(COCCOc1ccc(Br)cc1)CN1CCN(Cc2ccccc2)CC1 (centres undefined)
→ i | i | 0 | i | 4 | i | i | i | i | i | i
COc1ccccc1NC(=O)CCN1CCN(C)CC1
→ i | i | -11 | i | -1 | i | i | i | i | i | i
N#CCc1cccnc1Sc1ccc(Cl)cc1
→ i | i | 7 | i | 0 | i | i | i | i | i | i
CCS(=O)(=O)c1nc(S(=O)(=O)c2ccc(C)cc2)c(N2CCC3(CC2)OCCO3)s1
→ i | i | -12 | i | 5 | i | i | i | i | i | i
O=[N+]([O-])c1ccccc1OCCCn1cnc2ccccc21
→ i | x | -2 | i | x | x | i | x | i | i | x
CC1CC(=O)N(CC(=O)NCc2ccccc2)c2ccccc2S1(=O)=O (centres undefined)
→ i | i | 0 | i | 5 | i | i | i | i | i | i
Cc1cc(=O)n2c(nc3ccccc32)[nH]1
→ i | i | 2 | i | -5 | i | i | i | i | i | i
COc1ccccc1-c1nc(-c2cccc(C)c2)no1
→ i | i | -8 | i | 10 | i | i | i | i | i | i
Cc1c(C(=O)NCCN2CCOCC2)oc2ccccc12
→ i | i | 0 | i | x | i | i | i | i | i | i
Cc1ccc(C(=O)c2ccccc2C(=O)OCC(=O)NCCc2ccc(Cl)cc2Cl)cc1
→ i | i | 20 | i | 12 | i | i | i | i | i | i
COc1cccc(NC(=O)CN(C)C(=O)CC(C)c2ccccc2)c1 (centres undefined)
→ i | i | -2 | i | 12 | i | i | i | i | i | i
O=C(CCCn1cnc([N+](=O)[O-])n1)Nc1cc(Cl)ccc1O
→ i | i | -3 | i | 3 | i | i | i | i | i | i
COc1cccc(N(C(=O)CCl)C(C(=O)NCCc2ccccc2)c2cccs2)c1 (centres undefined)
→ i | i | -6 | i | -5 | i | i | i | i | i | i
Cc1ccc([N+](=O)[O-])cc1NC(=S)NC(=O)c1ccco1
→ i | i | -1 | i | -6 | i | i | i | i | i | i
Cc1ccc(S(=O)(=O)NC2=NCN(Cc3cccnc3)CN2)cc1
→ i | i | 15 | i | 1 | i | i | i | i | i | i
Cc1ccc(-n2ncc3c(NNC(=O)c4cccs4)ncnc32)cc1
→ i | i | 9 | i | 1 | i | i | i | i | i | i
Cc1cc(C)cc(NC(=O)CN2CCC(NC(=O)c3cccc(F)c3)CC2)c1
→ i | i | -2 | i | -8 | i | i | i | i | i | i
COc1ccc(C2CC(c3cccs3)=NN2C(=O)CSc2nc3ccccc3s2)cc1 (centres undefined)
→ i | i | 6 | i | 1 | i | i | i | i | i | i
Cc1cccnc1NC(=O)C(C)N1C(=O)c2ccccc2C1=O (centres undefined)
→ i | i | 36 | i | -6 | i | i | i | i | i | i
Cc1ccnc(NS(=O)(=O)c2cccc3nsnc23)c1
→ i | i | 1 | i | 3 | i | i | i | i | i | i
Cc1cc(C)c(S(=O)(=O)NCc2ccccn2)c(C)c1
→ i | i | 0 | i | -5 | i | i | i | i | i | i
CCOc1cc(CNc2ccc(O)cc2)ccc1OCc1ccc(Cl)cc1Cl
→ i | i | 23 | i | -2 | i | i | i | i | i | i
Cc1ccnc(NC(=O)c2ccc([N+](=O)[O-])s2)c1
→ i | i | 5 | i | 1 | i | i | i | i | i | i
O=C(NC(=S)Nc1cccc(Cl)c1)c1cncc(Br)c1
→ i | i | 9 | i | -5 | i | i | i | i | i | i
O=S(=O)(Nc1cc2nc3ccccc3nc2n1Cc1ccccc1)c1ccc(Cl)cc1
→ 26* | i | 48 | i | -8 | i | -14* | 45* | i | i | i
Cc1ccc(OCc2nnc(NC(=O)c3ccco3)s2)cc1
→ i | i | -10 | i | -3 | i | i | i | i | i | i
C[C@H](NC(=O)N1CCn2c1nc1ccccc12)C(=O)NCCc1ccccc1
→ i | i | -6 | i | 3 | i | i | i | i | i | i
CC(C(=O)O)N1CCCCC1 (centres undefined)
→ i | i | 3 | i | x | i | i | i | i | i | i
CCOC(=O)N1CCN(C(=O)C2CCN(Cc3cccc(OCc4ccccc4)c3)CC2)CC1
→ i | i | -5 | i | 3 | i | i | i | i | i | i
COc1ccccc1NC(=O)CN1CCN(c2ccccc2)CC1
→ i | i | -6 | i | -9 | i | i | i | i | i | i
COc1ccc(-c2noc(C3CCCN(C(=O)c4cccc(C)c4)C3)n2)cc1 (centres undefined)
→ i | i | -1 | i | 4 | i | i | i | i | i | i
CCCn1c(SCC(=O)Nc2cc(Cl)ccc2Cl)n[nH]c1=O
→ i | i | -9 | i | 4 | i | i | i | i | i | i
CC1(C)CC(NC(=S)NCc2ccc3c(c2)OCO3)CC(C)(C)N1
→ i | i | -7 | i | -1 | i | i | i | i | x | i
O=S(=O)(Nc1nc2ccccc2nc1NCC1CCCO1)c1ccc(F)cc1 (centres undefined)
→ i | i | 4 | i | -18 | i | i | i | i | i | i
CC(C)Cn1c(N)c(C(=O)COC(=O)c2ccc3ccccc3n2)c(=O)n(C)c1=O
→ i | i | -8 | i | 0 | i | i | i | i | i | i
CCOC(=O)c1[nH]c(C)c(CN(Cc2ccco2)C(=O)C(F)(F)F)c1C
→ i | i | 0 | i | 12 | i | i | i | i | i | i
Clc1ccc(-c2n[nH]c3c2CCC3)c(Cl)c1
→ i | i | 96* | i | -1 | i | i | i | i | i | i
Cc1nn(C)c(C)c1N1C(=O)c2cccc3c(N)ccc(c23)C1=O
→ x | i | x | x | 2 | i | x | i | x | i | i
CCOc1c(Cl)cc(/C=N/O)cc1OC
→ i | i | 1 | i | -10 | i | i | i | i | i | i
CCc1ccc(/C=N/Nc2nn[nH]n2)cc1
→ i | i | -8 | i | 8 | i | i | i | i | i | i
O=C1/C(=C/c2ccc(O)c(O)c2)SC(=S)N1Nc1ccccc1
→ i | x | 9 | i | x | x | i | x | i | i | x
CCOCCCn1c(=S)[nH]c2cc(C(=O)NCCN(CC)CC)ccc2c1=O
→ i | i | -3 | i | 4 | i | i | i | i | i | i
O=C(CNc1cc(S(=O)(=O)N2CCCC2)ccc1OCC(F)(F)F)Nc1ccc(SC(F)F)cc1
→ i | i | 14 | i | 17 | i | i | i | i | i | i
O=c1c(CO)cc(CO)cc(CO)c1O
→ i | i | 4 | i | 3 | i | i | i | i | i | i
CC1(C)NC(=O)N(CCCOc2ccccc2Br)C1=O
→ i | i | -1 | i | -5 | i | i | i | i | i | i
COc1ccc(N=C2S/C(=C\c3cccs3)C(=O)N2CC(C)C)cc1
→ i | i | 0 | i | 5 | i | i | i | i | i | i
CCOc1ccc2[nH]c(=O)c(CN(CCOC)C(=O)N3CCOCC3)cc2c1
→ i | i | -7 | i | -9 | i | i | i | i | i | i
Cc1noc(C)c1COc1ccc(C(=O)NNC(=O)c2ccccc2O)cc1
→ i | i | -4 | i | 2 | i | i | i | i | i | i
COC(=O)C1=C(C)NC(=O)CC1c1cccc(Cl)c1Cl (centres undefined)
→ i | i | 3 | i | 5 | i | i | i | i | i | i

# New compounds follow.
# Screens in order – TRPC6 activator | MrgX1 antag | SKKanGAS inh | TRPC6 inhibitor | HDAC3 inhib | ANO1 block | RGS4 pot | MrgX1 agonist | RGS4 block | TMEM16A act | MrgX1 PAM
Oc1cccc(C(O)CNCc2ccc(OCc3ccc(Cl)cc3Cl)cc2)c1 (centres undefined)
→ i | i | 5 | i | 10 | i | i | i | i | i | i
O=C(CNC(=O)c1cccnc1)N/N=C/c1cc(Br)c(O)c(Br)c1
→ i | i | 5 | i | 10 | i | i | i | i | i | i
COC(=O)c1ccc(/C=N\NC(=O)CC(=O)NCCc2ccccc2)cc1
→ i | i | -6 | i | -3 | i | i | i | i | i | i
COc1ccc(/C=C2\CCn3c2nc2ccccc2c3=O)cc1OC
→ i | i | 4 | i | -3 | i | i | i | i | i | i
NC(=O)C1CCN(Cc2nc3ccccc3c(=O)[nH]2)CC1
→ i | i | -4 | i | -2 | i | i | i | i | i | i
COc1cc(C(=O)N(c2ccc(C)c(C)c2)C2C=CS(=O)(=O)C2)cc(OC)c1OC (centres undefined)
→ i | i | 4 | i | -1 | i | i | i | i | i | i
CCCc1cc(=O)oc2cc(C)cc(OCC(=O)N3CCC(C(=O)O)CC3)c12
→ i | i | -2 | i | -45 | i | i | i | i | i | i
CCOC(=O)c1sc(Nc2nc(C)cc(C)n2)nc1C
→ i | i | 17 | i | -1 | i | i | i | i | i | i
COC(=O)c1ccc(OCCOc2ccccc2)cc1
→ i | i | 1 | i | 4 | i | i | i | i | i | i
Cc1ccc(NC(=O)c2cc(NC(=O)C3CC=CCC3C(=O)O)ccc2N2CCOCC2)cc1Cl (centres undefined)
→ i | i | 17 | i | -2 | i | i | i | i | i | i

# Screens: PubChem BioAssay, several laboratories
